Screening data (PubChem BioAssay)
Cneo AK release: Cryptococcus neoformans lysis via adenylate kinase release; C. neoformans lysis, adenylate kinase release luminescence, 4 h; normalised: neutral wells 0, clomiphene wells 100; lysis activity, % at 15 µM; 360,000 compounds, 0.2% hits; AID 651654;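 active means mean lysis activity across replicates of at least 80%, whatever share of replicates individually reach that level; inactive means mean lysis activity below 80%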
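Schedule: static 4 h at 37 °C with compound, 1 h detection; system: C. neoformans cells; benchmarks: Clomiphene as positive control; buffer or medium: fresh YPD medium; measure: luminescence rise reflecting yeast cell lysis; measured by: luminescent adenylate kinase detection reagent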
C2C12 statin: suppressors of simvastatin-induced myotoxicity in C2C12 myotubes; ATP luminescence, 48 h; scaled: DMSO 0, geranylgeraniol control 100; rescue of ATP level, % at 7.49 µM; 330,000 compounds, 0.78% hits; AID 602340;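 active means mean ATP rescue above about 67%, or every replicate alone reaching that limit, limit read from the data, passing the limit was not always enough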;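 further: myotubes were challenged with 10 µM simvastatin during compound exposure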
ARNT-TACC3 inh: disruptors of human ARNT/TACC3 interaction. AlphaScreen His-ARNT PAS-B/GST-TACC3 binding, luminescence; TACC3 fragment carries E629A point mutation. inhibition, % at 9.99 µM. 390,000 compounds, 0.66% hits. AID 623870;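 active means mean inhibition of replicates at least 50% and at least half of replicates each reaching 50%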;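 further: 0% = complete ARNT plus TACC3 wells and 100% = ARNT alone without TACC3; many hits fall short of the cut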
PAX8 inh HTS: PAX8 transcriptional activity inhibition; RMG-I TPO-luciferase reporter, SteadyGlo, 24 h; inhibition, % at 12.6 µM; 360,000 compounds, 1.2% hits; AID 652154;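 active means mean replicate inhibition at least 60% with every replicate also reaching 60%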;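 further: luciferase light reporting Pax8 driven TPO promoter activity; plate controls were median of neutral control wells for no effect and mitoxantrone controls for full effect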
PglD DTNB: PglD (C. jejuni) enzyme inhibition; purified PglD enzyme, DTNB colorimetric CoA detection; inhibition, % at 12.5 µM; 360,000 compounds, 0.098% hits; AID 602405; in the data active means inhibition above about 16%, passing the limit was not always enough; further: strong numbers were not always called active
PGC1a acetyl inh: lowers PGC1a acetylation signal in U2OS cells; AlphaScreen anti-acetyl-lysine; with virally co-expressed GCN5 acetyltransferase; 350,000 compounds, 0.17% hits; AID 651687; inhibition, % at 15.6 µM;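 active means every replicate shows inhibition of at least 40%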;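 further: 0% = neutral control wells and 100% = positive control wells; some results beyond the cut were filed as inactive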
INS-1E GSIS act: GLuc luminescence reporter in INS-1E cells, primary screen for activators of glucose-dependent secretion of insulin; 370,000 compounds, 0.61% hits; INS-1E GLuc reporter insulin secretion, 2-3 h; activation, % at 16.6 µM;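 active means lowest replicate activation of at least 40%, so every replicate reaches that level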;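 further: 0% = median of neutral control wells and 100% = median of IBMX positive control wells; some compounds called inactive have numbers as strong as hits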
LGR2 antag: Drosophila LGR2 receptor signaling inhibition | HEK293 LGR2, CRE-luciferase, bursicon-stimulated, 4 h | inhibition, % at 9.99 µM | 380,000 compounds, 0.35% hits;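 active means drop in luminescence signal, shown as inhibition above about 50% in the replicate tests, limit read from the data, passing the limit was not always enough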;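 further: agonist challenge used bursicon conditioned medium at about half maximal strength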
An asterisk follows results filed as active; . = no result given.

SMILES	Cneo AK release	C2C12 statin	ARNT-TACC3 inh	PAX8 inh HTS	PglD DTNB	PGC1a acetyl inh	INS-1E GSIS act	LGR2 antag
CC(=O)NC(Cc1ccc(F)cc1)C(=O)NC1CCN(C(=O)Nc2ccc(F)cc2)CC1 (stereo not drawn)	1	-1	-3	1	6	-6	-18	8
COc1ccc2c(c1)C(c1ccc(C)o1)=NNC(c1ccccc1)=N2	.	-8	8	16	.	-9	-2	-8
O=S(=O)(Nc1ccc2c(c1)OCCO2)c1cnc[nH]1	-2	20	-6	.	-2	-11	-1	-6
Cc1cc(C)cc(NC(=S)N2CCC(c3nc4ccccc4s3)CC2)c1	10	-15	0	.	6	-6	2	19
O=c1[nH]cc(N=Cc2cc(Cl)cc(Cl)c2O)c(=O)[nH]1	-1	-7	3	5	-126	.	0	-8
COc1ccc(C(CNc2ccc(S(C)(=O)=O)cc2[N+](=O)[O-])N(C)C)cc1OC (stereo not drawn)	2	-7	3	-4	23*	-10	-16	2
CCCCC(=O)Nc1ccc(NC(=O)C(C)C)cn1	-1	-27	2	-48	8	-2	.	.
O=C(CC1Sc2ncnn2C1=O)Nc1ccc(Br)cc1 (stereo not drawn)	1	-4	-1	4	1	12	-21	-5
Cc1coc2c(C)c3oc(=O)c(CCC(=O)N4CCC(C(=O)NCCCC(=O)O)(c5ccccc5)CC4)c(C)c3cc12	10	1	18	2	1	.	-23	4
O=C(O)CC(CC(=O)O)(C(=O)O)c1ccccc1	.	.	1	6	.	2	-4	-10
c1ccc(CN2CCC3CC2c2cc(N4CCCCC4)ccc23)cc1 (stereo not drawn)	-2	-3	.	2	2	-1	11	6
NC(=O)C1CCN(C(=O)C(Cc2ccccc2)NC(=O)c2ccccc2)CC1 (stereo not drawn)	-1	3	.	-4	-3	8	-2	-9
C=CCNC(=O)NC(=O)COC(=O)CNS(=O)(=O)c1ccc(F)c(F)c1F	.	.	-1	17	.	.	20	3
CCOC(=O)c1c(CN2CCOCC2)n(-c2ccccc2)c2cc(Br)c(O)cc12	-1	-17	1	21	-4	-19	.	.
Cc1c(NC(=O)c2ncn[nH]2)cccc1-c1nc2ccccc2s1	.	.	21	-6	.	.	-4	-12
CCN1CCN(c2cc(N3CCN(C(=O)c4ccco4)CC3)c3c4c(onc24)-c2ccccc2C3=O)CC1	0	-18	43	.	-3	.	.	.
CC1CCCC(C)N1S(=O)(=O)c1ccc(NC(=O)CNCC2CCCO2)cc1 (stereo not drawn)	-3	-6	4	.	-3	0	.	.
CCn1c(SCC(=O)Nc2ccc3c(c2)n(C)c(=O)n3C)nnc1-c1ccncc1	9	3	1	4	7	.	.	18
O=C(COC(=O)c1ccccc1NC(=O)c1ccco1)Nc1ccc2c(c1)OC(F)(F)O2	2	-14	-24	7	-2	4	.	.
CN1CCN(S(=O)(=O)c2cccc(S(=O)(=O)c3cccc(S(=O)(=O)N4CCN(C)CC4)c3)c2)CC1	-4	8	-3	.	8	-7	.	.
COC(=O)c1ccc(C(=O)OC)c(NC(=O)CN(c2ccc3c(c2)OCO3)S(C)(=O)=O)c1	-1	8	-5	.	3	-24	0	-9
COC(=O)[C@]1(C)N[C@H](CN(C)C(=O)Nc2ccc(OC)cc2)[C@@H]2C(=O)N(C)C(=O)[C@@H]21	-2	3	-2	-6	-4	-4	23	-29
O=C(COC(=O)/C=C/c1cccs1)Nc1nc(-c2ccccc2)cs1	.	.	-1	-15	.	.	-3	-33
COC(=O)C1=C(CCc2ccccc2)NC(=O)NC1c1ccc(Cl)cc1 (stereo not drawn)	-1	10	-3	-9	0	.	-35	9
Cc1c(Cl)cccc1NC(=O)CSc1ccc(-c2cccnc2)nn1	0	-3	-1	5	-6	3	.	5

Records listed above marked active in PglD DTNB:
Compound	ARNT-TACC3 inh	PglD DTNB	PGC1a acetyl inh	INS-1E GSIS act	LGR2 antag
COc1ccc(C(CNc2ccc(S(C)(=O)=O)cc2[N+](=O)[O-])N(C)C)cc1OC (stereo not drawn)	3	23*	-10	-16	2

3 structures out of the list, arranged by heavy-atom count, rising:
SMILES	Cneo AK release	C2C12 statin	ARNT-TACC3 inh	PAX8 inh HTS	PglD DTNB	PGC1a acetyl inh	INS-1E GSIS act	LGR2 antag
O=C(CC1Sc2ncnn2C1=O)Nc1ccc(Br)cc1 (stereo not drawn)	1	-4	-1	4	1	12	-21	-5
Cc1c(Cl)cccc1NC(=O)CSc1ccc(-c2cccnc2)nn1	0	-3	-1	5	-6	3	.	5
COC(=O)c1ccc(C(=O)OC)c(NC(=O)CN(c2ccc3c(c2)OCO3)S(C)(=O)=O)c1	-1	8	-5	.	3	-24	0	-9

Remaining list, next part
SMILES	Cneo AK release	C2C12 statin	ARNT-TACC3 inh	PAX8 inh HTS	PglD DTNB	PGC1a acetyl inh	INS-1E GSIS act	LGR2 antag
CC#CCNCc1ccccc1	1	.	-3	5	2	.	.	.
C/C(=C\C(=O)c1sccc1Cl)N(C)C	.	.	-7	-44	.	.	6	-31
O=C(CN(Cc1ccc(F)cc1)C(=O)c1csnn1)NCc1ccc2c(c1)OCO2	-2	16	17	-18	2	15	-11	13
CCN(C1CCCCC1)S(=O)(=O)c1cc2c3c(c1)CCN3C(=O)CC2	-2	-4	5	20	-3	.	32	-7
CC(=O)Nc1ccc(S(=O)(=O)NCCC(=O)NCCCc2ccccc2)cc1	-1	6	9	17	-3	3	-4	-9
COc1ccc(C#Cc2ccc3c(c2)[C@H]2[C@H](CCN2C(=O)C2CC2)[C@@H](CO)N3)cc1	16	2	-8	-15	1	3	14	-3
Cn1c(C(=O)NCc2ccccn2)cc2c(=O)n(C)c3ccccc3c21	0	-3	-3	-21	-1	4	0	3
Cn1cnc2c(ncn2C2OC(CO)C(O)C2O)c1=S (stereo not drawn)	0	-1	3	3	2	1	.	0
Cc1cc(C)nc(NNS(=O)(=O)c2ccc(Cl)cc2)n1	.	.	3	-8	.	.	0	6
CCN1CCN(c2cc(C)c3cc(NC(=S)N4CCCCC4)ccc3n2)CC1	-18	8	13	-30	1	-8	11	-46
N/C(=N\OC(=O)c1cccs1)c1cccnc1	.	1	0	-121	.	-7	17	-15
NS(=O)(=O)c1cccc(NC(=O)COC(=O)c2cc(Cl)ccc2[N+](=O)[O-])c1	1	-3	2	-4	-3	8	8	7
O=C(C[C@H]1CC[C@H]2[C@@H](COC[C@H](O)CN2S(=O)(=O)c2cccc(Cl)c2)O1)NCCCN1CCOCC1	3	-4	0	.	0	0	3	-13
COc1ccc(C(=O)Oc2cc(OC)cc(OC)c2C(C)=O)cc1	-1	2	-10	-16	3	-4	16	-3
Cc1c(C(=O)OCC2CCCO2)[nH]c2c1C(=O)CC(c1ccco1)C2 (stereo not drawn)	-1	-9	-1	.	-1	-5	.	.
CCOCCCn1c(SCC(=O)Nc2oc(C)c3c(C)n[nH]c(=O)c23)nnc1-c1ccncc1	2	.	0	-6	0	.	28	-11
CCCCOC(=O)c1ccc(N=Nc2c(C)c(C#N)c(O)[nH]c2=O)cc1	.	19	3	-10	.	-2	-23	-26
CCOC(=O)CNC(=O)c1sc2ncnc(N3CCc4ccccc4C3)c2c1C	2	-11	-4	.	2	1	.	.
COc1ccc(-n2c(SCC(=O)Nc3ccccc3OC)nc(O)cc2=O)cc1	-3	-1	31	-5	2	5	-6	9
COc1ccc(C2C(C(C)=O)=C(O)C(=O)N2Cc2ccccc2)c(OC)c1 (stereo not drawn)	1	-14	5	-3	-1	-5	-46	2
CCOC(=O)C1CCCN(C(=O)Cn2sc3nc(C)cc(C)c3c2=O)C1 (stereo not drawn)	-1	-2	0	.	2	4	.	.
O=C(NCc1nnc(SCC(=O)N2CCCC2)o1)c1c(F)cccc1F	1	11	-1	6	-2	.	19	-2
Cc1ccc(Cc2c(C)c(C#N)c3[nH]c4ccccc4n3c2=O)cc1	4	-97	3	6	0	-5	-51	11
CN(C)C(=O)C[C@H]1CC[C@H](NC(=O)C2CC2)[C@@H](CO)O1	-3	5	9	.	7	-2	12	5
CNC(=S)NC1CC2CCCC(C1)N2Cc1ccco1 (stereo not drawn)	7	-2	.	.	3	-5	0	16

Five compounds from above, limited to ARNT-TACC3 inh, PAX8 inh HTS and LGR2 antag:
smiles | ARNT-TACC3 inh | PAX8 inh HTS | LGR2 antag
CC#CCNCc1ccccc1 | -3 | 5 | .
C/C(=C\C(=O)c1sccc1Cl)N(C)C | -7 | -44 | -31
O=C(CN(Cc1ccc(F)cc1)C(=O)c1csnn1)NCc1ccc2c(c1)OCO2 | 17 | -18 | 13
CCN(C1CCCCC1)S(=O)(=O)c1cc2c3c(c1)CCN3C(=O)CC2 | 5 | 20 | -7
CC(=O)Nc1ccc(S(=O)(=O)NCCC(=O)NCCCc2ccccc2)cc1 | 9 | 17 | -9

Going on with the list:
SMILES	Cneo AK release	C2C12 statin	ARNT-TACC3 inh	PAX8 inh HTS	PglD DTNB	PGC1a acetyl inh	INS-1E GSIS act	LGR2 antag
Cc1ccc(OCC(=O)Nc2ccc(N3CCN(C(=O)c4ccco4)CC3)cc2)cc1C	.	.	33	12	.	.	-32	-5
O=C(NCCc1ccc(C(F)(F)F)cc1)C1CC(=O)N(c2ccc3c(c2)OCCO3)C1 (stereo not drawn)	-2	-4	22	-2	0	3	-5	1
CC(=O)N(C)C[C@@H]1Oc2cc(-c3ccc(C)cc3)ccc2S(=O)(=O)N([C@@H](C)CO)C[C@H]1C	36	-14	-3	.	0	-4	1	-15
CCOC(=O)C1(CC2CCCCO2)CCN(Cc2ccc(OC)cc2F)CC1 (stereo not drawn)	.	11	-9	14	.	-6	-3	13
CC1CN(C2=N/C(=C/c3ccc4c(c3)OCO4)C(=O)N2)CC(C)O1 (stereo not drawn)	.	.	-9	15	.	.	7	-11
COCC(=O)Nc1ccc2c(c1)[C@@H]1C[C@H](CC(=O)O)O[C@@H](CO)[C@@H]1O2	.	.	.	0	.	-8	-1	0
Cc1nn(Cc2c(Cl)cccc2Cl)c(C)c1NC(=O)CCCn1nc(C)c([N+](=O)[O-])c1C	.	.	4	12	.	.	1	7
CCOCCn1c(CN2CCN(CCO)CC2)nc2c1c(=O)n(C)c(=O)n2C	-1	0	-1	.	-5	-9	.	0
Cc1ccc(CN2CCN(C(=O)c3ccncc3)CC2)cc1	-1	15	.	-4	-5	-4	3	11
CCOC(=O)N1CCN(C(=O)CSc2nc3ccccc3c(=O)n2-c2ccccc2)CC1	1	.	-2	.	9	-8	.	.
COc1ccc(CN(C(=O)CNC(=O)c2ccco2)C(C(=O)NCC2CCCO2)c2ccc(OC)c(OC)c2)cc1 (stereo not drawn)	-2	-7	8	-1	-4	.	6	3
O=C(CCCc1ccccc1)Nc1cccc(C(=O)O)c1	.	.	-6	33	.	-4	-12	82*
O=C(NCc1ccccn1)C1Nc2ccc(C(F)(F)F)cc2C2C=CCC12 (stereo not drawn)	-1	-10	-2	-16	3	-2	9	-3

A few values from the entries so far.
Reading for Cc1ccc(CN2CCN(C(=O)c3ccncc3)CC2)cc1 under C2C12 statin: 15
Reading for O=C(NCc1ccccn1)C1Nc2ccc(C(F)(F)F)cc2C2C=CCC12 (stereo not drawn) under ARNT-TACC3 inh: -2
Reading for COCC(=O)Nc1ccc2c(c1)[C@@H]1C[C@H](CC(=O)O)O[C@@H](CO)[C@@H]1O2 under INS-1E GSIS act: -1
